From PubChem BioAssay
ROS inducer: cancer cell ROS induction. U2OS ROS induction, H2DCF-DA fluorescence. ROS induction (% of piperlongumine), % at 10 µM. 2% of 46,000 active. AID 624156; in the data active = ROS induction above about 79%, passing the limit was not always enough;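 also: 0% = DMSO vehicle median and 100% = reference compound median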
Active calls of the source: *. The list is partial; count on the stated rates, not on these rows.

| Structure | ROS inducer |
| --- | --- |
| C[C@H]1CN([C@@H](C)CO)C(=O)c2cc(NC(=O)Nc3ccc(F)cc3)ccc2O[C@H]1CN(C)S(=O)(=O)c1ccc(Cl)cc1 | 16.4 |
| Cc1ccc(S(=O)(=O)Nc2ccc3c(c2)C(=O)N([C@@H](C)CO)C[C@@H](C)[C@@H](CN(C)Cc2ccc(-c4ccccc4)cc2)O3)cc1 | 5.1 |
| COC(=O)c1c(NC(=O)CN(c2cccc(Br)c2)S(C)(=O)=O)sc2c1CCCC2 | 10.7 |
| O=C(O)c1cccc(CSc2nnc(-c3ccco3)o2)c1 | -5.8 |
| O=C(Nc1ccccc1)OCc1cc(-c2ccccc2)c(C(F)(F)F)s1 | -1.1 |
| COC(=O)Nc1c(C)n(C)n(-c2ccccc2)c1=O | 2.9 |
| Cc1noc(C)c1NC(=O)N(C)C[C@@H]1OCCCC[C@@H](C)Oc2ccc(NC(=O)CCC(F)(F)F)cc2C(=O)N([C@H](C)CO)C[C@@H]1C | -2.0 |
| COc1cccc(CNC(=O)c2[nH]c3cc(C)ccc3c2Sc2ccc(Cl)cc2)c1OC | 0.3 |
| CC(Oc1ccccc1)C(=O)N[C@@H]1C(=O)N2[C@@H]1SC(C)(C)[C@@H]2C(=O)O (some centres not stated) | -4.5 |
| Cc1noc(C)c1S(=O)(=O)Nc1ccc2c(c1)C(=O)N([C@H](C)CO)C[C@@H](C)[C@H](CN(C)Cc1ccc(C(=O)O)cc1)O2 | -0.6 |
| C[C@H](CO)N1C[C@H](C)[C@@H](CN(C)S(=O)(=O)c2cn(C)cn2)Oc2ccc(NC(=O)Nc3ccccc3)cc2C1=O | -3.5 |
| COc1ccc(OCC(=O)Nc2ccccc2C(=O)Nc2ccc(C(=O)O)cc2)cc1 | -3.5 |
| Cn1c2c(c3cc(Oc4ccccc4)ccc31)CCCC2=O | -1.0 |
| COc1cccc(CNc2nc3ccccc3n2C)c1OC | -3.4 |
| CCOC(=O)c1cnn(C(=O)Cc2cccc(OC)c2)c1N | -8.0 |
| Nc1nc(CSc2nnc3c(n2)[nH]c2ccccc23)cs1 | 23.3 |
| CCOC(=O)CSc1nc2c(cc1C#N)CCCC2 | -0.4 |
| O=C(COc1ccc(C(=O)Nc2ccc(F)cc2)cc1)Nc1ccccc1C(F)(F)F | -18.4 |
| C=C1SC(Nc2ccc(C)cc2)=NC1(C)C | 17.5 |
| CCc1ccc(CNC(=O)C2CCN(S(=O)(=O)N3CCCCC3)CC2)cc1 | -13.2 |
| C[C@H](CO)N1C[C@H](C)[C@H](CN(C)Cc2ccc(Cl)c(Cl)c2)Oc2ccc(NC(=O)Nc3ccc(C(F)(F)F)cc3)cc2C1=O | 12.9 |
| NS(=O)(=O)c1ccc(NC(=O)COC(=O)c2cccc(N3C(=O)CCC3=O)c2)cc1 | -10.8 |
| C[C@H](CO)N1C[C@H](C)[C@@H](CN(C)Cc2ccc3c(c2)OCO3)OCc2cnnn2CCCC1=O | -14.2 |
| CC(C)(C)OC(=O)NC1(/C=N/NC(=O)c2cccc(C(=O)NO)c2)CCCC1 | -11.1 |
| C[C@@H]1CN([C@@H](C)CO)C(=O)Cc2cc(NC(=O)Nc3cccc4ccccc34)ccc2O[C@@H]1CN(C)C(=O)Nc1ccc(F)cc1 | 10.1 |
| COc1ccc(C#Cc2ccc3c(c2)[C@]2(C(=O)N3)[C@H](C(=O)O)[C@H]3C(=O)O[C@H](c4ccccc4)[C@H](c4ccccc4)N3[C@@H]2c2ccccc2OCCO)cc1 | -2.5 |
| Cn1c(C(=O)NC2CCCC2)cc2oc3ccccc3c21 | -8.4 |
| COC(=O)c1cc(OC)c(OC)cc1NC(=O)COc1ccc(Cl)cc1 | 10.6 |
| CC(C)NC(=O)Nc1ccc2c(c1)CC(=O)N([C@H](C)CO)C[C@@H](C)[C@H](CN(C)C(=O)Nc1ccc3c(c1)OCO3)O2 | -9.5 |
| CCC(=O)N1CCNC(=O)C1CC(=O)Nc1ccc(C)c(Cl)c1 (configuration not stated) | 22.7 |
| C[C@@H]1CN([C@H](C)CO)C(=O)c2cccc(NC(=O)C3CCOCC3)c2O[C@H]1CN(C)C(=O)NC1CCCCC1 | -7.2 |
| COc1ccc(-c2nc3cc(C(C)C)ccc3o2)cc1NC(=O)COc1ccccc1C | -3.2 |
| C[C@H]1CN([C@@H](C)CO)C(=O)Cc2cc(N(C)C)ccc2O[C@@H]1CN(C)S(C)(=O)=O | -5.0 |
| C[C@@H]1CN([C@@H](C)CO)C(=O)c2cc(NC(=O)NC3CCCCC3)ccc2O[C@H]1CN(C)S(=O)(=O)c1ccc(Cl)cc1 | 4.6 |
| C[C@@H]1CN([C@H](C)CO)C(=O)CCCn2cc(nn2)CO[C@H]1CN(C)S(=O)(=O)c1ccc(Cl)cc1 | -2.7 |
| O=C(NCCc1ccccc1)c1ccc(NC2=NC3CS(=O)(=O)CC3S2)cc1 (configuration not stated) | -15.2 |
| C[C@@H]1CN([C@@H](C)CO)C(=O)c2cc(NC(=O)Cn3cnnn3)ccc2O[C@@H]1CN(C)S(C)(=O)=O | -8.2 |
| C[C@H]1CN([C@@H](C)CO)C(=O)c2cccc(NS(C)(=O)=O)c2O[C@H]1CN(C)Cc1ccc(C(F)(F)F)cc1 | 12.4 |
| CC(=O)OC(COc1cccc2ccccc12)Cn1cnc2ccccc21 (configuration not stated) | 41.8 |
| CCN1CCCC1CNC(=O)CCCc1cn(CC)c2ccccc12 (configuration not stated) | -13.4 |
| CCn1nc(C(=O)O)c(=O)c2cc3c(cc21)OCO3 | -3.1 |
| Cc1cc(OCC(=O)Nc2cccc(NC(=O)c3cccc(Cl)c3)c2)ccc1Cl | 39.0 |
| CC(=O)NCCn1c(SCc2ccccc2C)nc2ccccc2c1=O | 29.9 |
| c1ccc(C(c2ccccc2)N2CCN(CCCc3c[nH]c4ccccc34)CC2)cc1 | 57.2 |
| C[C@H]1CN([C@@H](C)CO)C(=O)c2cccc(NC(=O)Nc3ccccc3)c2O[C@@H]1CN(C)C(=O)NC1CCCCC1 | -7.4 |
| O=C(NCCN1CCCCC1)Nc1cccc(Cl)c1 | -7.0 |
| Cc1ccc(C(=O)O)cc1S(=O)(=O)N(CCO)CCO | -1.6 |
| C[C@@H]1CN([C@@H](C)CO)C(=O)c2cccc(NC(=O)c3ccc(-c4nccs4)cc3)c2O[C@@H]1CN(C)C | -8.6 |
| C[C@H](CO)N1C[C@H](C)[C@H](CN(C)Cc2ccc(Oc3ccccc3)cc2)Oc2c(NS(=O)(=O)c3ccccc3)cccc2C1=O | 13.0 |
| COc1ccc(NC(=O)c2ccccc2NC(=O)COc2ccc([N+](=O)[O-])cc2)cc1 | -15.2 |

Reprinted at random: 5 records from the list.
| Structure | ROS inducer |
| --- | --- |
| Cc1ccc(C(=O)O)cc1S(=O)(=O)N(CCO)CCO | -1.6 |
| CCn1nc(C(=O)O)c(=O)c2cc3c(cc21)OCO3 | -3.1 |
| CCN1CCCC1CNC(=O)CCCc1cn(CC)c2ccccc12 (configuration not stated) | -13.4 |
| CC(=O)NCCn1c(SCc2ccccc2C)nc2ccccc2c1=O | 29.9 |
| C[C@@H]1CN([C@H](C)CO)C(=O)c2cccc(NC(=O)C3CCOCC3)c2O[C@H]1CN(C)C(=O)NC1CCCCC1 | -7.2 |

Following part
Structure,ROS inducer
C[C@H]1CN([C@@H](C)CO)C(=O)c2cc(NC(=O)Cc3ccccc3)ccc2O[C@@H]1CN(C)C,-2.3
COc1ccc(C(=O)Nc2ccc(C)cn2)cc1,-4.2
CCCN(C)C[C@@H]1OCCCC[C@@H](C)Oc2ccc(NC(=O)CCCN(C)C)cc2C(=O)N([C@H](C)CO)C[C@@H]1C,-0.3
C=C(C)CC1(NC(C)c2ccccc2)CCCCC1 (configuration not stated),25.8
CCc1sc(-c2ccc(Cl)cc2)nc1C(=O)OC,48.7
COc1ccc(S(=O)(=O)Nc2ccc3c(c2)CC(=O)N([C@H](C)CO)C[C@@H](C)[C@@H](CN(C)C)O3)cc1,-18.9
COc1ccc(CN(C)C[C@@H]2Oc3c(NC(=O)Nc4ccc5c(c4)OCO5)cccc3C(=O)N([C@@H](C)CO)C[C@H]2C)cc1,10.7
Cc1noc(C)c1NC(=O)Nc1ccc2c(c1)C(=O)N([C@@H](C)CO)C[C@H](C)[C@H](CN(C)S(=O)(=O)c1ccc(F)cc1)O2,-14.4
COc1ccccc1-c1oc2ccccc2c(=O)c1OC(=O)c1cccs1,16.0
C[C@@H]1CN([C@@H](C)CO)C(=O)c2cc(NC(=O)Nc3ccccc3)ccc2O[C@@H]1CN(C)Cc1ccc(Cl)c(Cl)c1,12.5
COc1ccc(NC(=O)N(C)C[C@@H]2Oc3ccc(NS(=O)(=O)c4ccc(OC)cc4)cc3C(=O)N([C@@H](C)CO)C[C@H]2C)cc1,3.3
CCOC(=O)c1sc(N2C(=O)C(=O)C(C(=O)c3ccc(OC)c(C)c3)C2c2ccco2)nc1C (configuration not stated),14.2
O=C(CSc1nnc(-c2cccs2)n1-c1ccccc1)N1CCOCC1,-8.1
Cc1noc(C)c1NC(=O)N(C)C[C@H]1Oc2c(NC(=O)NC(C)C)cccc2C(=O)N([C@H](C)CO)C[C@@H]1C,-4.0
Cc1ccccc1-c1noc(CCC(=O)Nc2ccc(Cl)cc2)n1,-4.8
CC1(C)C[C@H]2C3=CCC4[C@@]5(C)CC[C@H](O[C@@H]6O[C@H](CO)[C@@H](O)[C@H](O)[C@H]6O)C(C)(C)C5CC[C@@]4(C)[C@]3(C)CC[C@@]2(C(=O)O[C@@H]2O[C@H](CO)[C@@H](O)[C@H](O)[C@H]2O)CC1O (some centres not stated),-0.5
C/C(=C\Cc1c(O)ccc2cc(O)c(=O)oc12)COC1OC(CO)C(O)C(O)C1O (configuration not stated),-14.3
Cc1nnc(NCc2ccccc2)n(N)c1=O,-3.7
Cc1cc(Br)cnc1N=CN(C)C,15.9
COc1ccc(CN(C)C[C@@H]2OCCCC[C@@H](C)Oc3ccc(NC(=O)Nc4ccc(C(F)(F)F)cc4)cc3C(=O)N([C@H](C)CO)C[C@@H]2C)cc1,35.4
Cc1nc(/N=C(\N)NC(=O)c2ccccc2)nc2ccccc12,36.5
CC(C)[C@H](NC(=O)[C@H](C)N(C)C)C(=O)N1CC[C@@H]2Oc3ccc(cc3)/C=C\NC(=O)[C@H](Cc3ccccc3)NC(=O)C21 (some centres not stated),-2.0
Cn1ccnc1SCC(=O)N1c2ccccc2C(C)(c2ccc(Cl)cc2)CC1(C)C (configuration not stated),33.9
Cc1noc(C)c1S(=O)(=O)Nc1ccc2c(c1)C(=O)N([C@@H](C)CO)C[C@H](C)[C@H](CN(C)Cc1ccc(-c3ccccc3)cc1)O2,42.1
O=C(CC(C(=O)N1CCc2ccccc21)C(=O)N1CCc2ccccc21)c1ccccc1,15.1
C[C@@H]1CCCCO[C@H](CN(C)S(=O)(=O)c2cn(C)cn2)[C@@H](C)CN([C@H](C)CO)C(=O)c2cc(NS(C)(=O)=O)ccc2O1,-3.6
CC(=O)C1=C(C)Nc2ncnn2C1c1ccccc1[N+](=O)[O-] (configuration not stated),-4.1
CC(C)NC(=O)Nc1ccc2c(c1)CC(=O)N([C@@H](C)CO)C[C@@H](C)[C@@H](CN(C)Cc1ccc(Cl)c(Cl)c1)O2,1.6
COc1ccc(NC(=O)N(C)C[C@H]2Oc3ccc(NC(=O)Cn4cnnn4)cc3CC(=O)N([C@@H](C)CO)C[C@@H]2C)cc1,-16.7
C[C@H]1CN([C@@H](C)CO)C(=O)c2cccc(NC(=O)Nc3ccccc3)c2O[C@@H]1CN(C)C(=O)Nc1ccc2c(c1)OCO2,1.1

Brought forward from above: two entries, then new ones.
Structure,ROS inducer
COc1ccc(NC(=O)N(C)C[C@H]2Oc3ccc(NC(=O)Cn4cnnn4)cc3CC(=O)N([C@@H](C)CO)C[C@@H]2C)cc1,-16.7
C[C@H]1CN([C@@H](C)CO)C(=O)c2cccc(NC(=O)Nc3ccccc3)c2O[C@@H]1CN(C)C(=O)Nc1ccc2c(c1)OCO2,1.1
CS(=O)(=O)N(CC(=O)Nc1cccc(Cl)c1Cl)c1cccc(F)c1,-9.9
C[C@@H]1CCCCO[C@@H](CN(C)C(=O)CCCN(C)C)[C@@H](C)CN([C@H](C)CO)C(=O)c2cc(NC(=O)Nc3ccccc3)ccc2O1,-8.1
C[C@H](CO)N1C[C@H](C)[C@@H](CN(C)S(=O)(=O)c2cccs2)Oc2ccc(N(C)C)cc2C1=O,-2.2
COc1ccc(NC(=O)Nc2ccc3c(c2)C(=O)N([C@H](C)CO)C[C@H](C)[C@@H](CN(C)C(=O)Nc2ccc(C(F)(F)F)cc2)O3)cc1,-4.6
C[C@@H]1CN([C@H](C)CO)C(=O)c2cccc(NC(=O)c3nc4ccccc4s3)c2O[C@@H]1CN(C)Cc1ccc(C(=O)O)cc1,-0.6
Cc1cccc(NC(=O)c2cnn(-c3ccccc3)c2NC(=O)c2ccco2)c1,1.1
COc1cc(OC)c(NC(=O)c2oc3ccc4c(c3c2C)C(=O)CC2(CCCC2)O4)cc1Cl,-3.0
C[C@H]1CN([C@@H](C)CO)C(=O)c2cccc(NC(=O)Nc3cccc4ccccc34)c2O[C@@H]1CN(C)C(=O)Nc1ccc(F)cc1,-8.7
NC(=NC(=O)c1ccc(OCC(F)(F)F)nc1)c1ccc(C(F)(F)F)cc1,-8.9
Cc1noc(C)c1NC(=O)Nc1cccc2c1O[C@H](CN(C)S(=O)(=O)c1ccc(F)cc1)[C@H](C)CN([C@@H](C)CO)C2=O,8.4
COc1ccc(S(=O)(=O)Nc2ccc3c(c2)C(=O)N([C@H](C)CO)C[C@@H](C)[C@@H](CN(C)S(C)(=O)=O)O3)cc1,-3.6
C[C@H](CO)N1C[C@H](C)[C@@H](CN(C)S(=O)(=O)c2ccccc2)Oc2ccc(NC(=O)CCCCCC(=O)Nc3ccccc3N)cc2C1=O,-2.4
C[C@@H]1CCOC(=O)C=CC=CC(=O)O[C@@H]2C[C@H]3O[C@@H]4C=C(C(=O)O)CC[C@]4(COC(=O)[C@H]1O)[C@]2(C)[C@]31CO1,-13.5
C[C@H]1CN([C@@H](C)CO)C(=O)Cc2cc(NS(=O)(=O)c3ccc(F)cc3)ccc2O[C@H]1CN(C)Cc1ccncc1,13.6
C[C@@H]1CN([C@@H](C)CO)C(=O)Cc2cc(NC(=O)Cc3ccccc3)ccc2O[C@@H]1CN(C)Cc1ccc2c(c1)OCO2,16.6
Cc1onc(-c2ccccc2)c1CNS(=O)(=O)c1cccc(Cl)c1,-2.8
